Compound activity as filed in PubChem BioAssay.
CRFR2-BP antag – antagonists of CRF-binding protein/CRF-R2 receptor complex. inhibition, % at 11.8 µM. HEK293 CRF-R2/CRF-BP, CRF-induced calcium fluorescence. actives 0.59% (n = 350,000);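 active = inhibition of the ligand-induced calcium signal above about 50% at the single tested concentration, limit read from the data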
CHRM4 PAM – potentiates acetylcholine response at human M4 receptor | P08173 | CHO-K1 hM4/Gqi5, Fluo-8 calcium fluorescence, ACh EC20; 0% = ACh EC20, 100% = maximal ACh | activation, % at 3 µM | actives 0.4% (n = 360,000) | AID 624126;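 active = activation above its plate's cutoff, the mean activation of sample wells plus 3 SD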; also: some results filed as inactive read as strong as hits
CHRM5 antagonist – antagonists of human muscarinic M5 receptor (CHRM5) | AID 624040 | CHO-hM5 cells, Fluo-8 calcium fluorescence, ACh EC80 | inhibition, % at 3 µM | P08912 | actives 0.59% (n = 360,000);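 active = inhibition above a per-plate cutoff, the mean of that plate's test compounds plus 3 SD, cut at about 27% in these data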;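 also: 0% = acetylcholine EC80 with DMSO and 100% = DMSO without agonist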
Target sequence (P08912 whole entry, looked up): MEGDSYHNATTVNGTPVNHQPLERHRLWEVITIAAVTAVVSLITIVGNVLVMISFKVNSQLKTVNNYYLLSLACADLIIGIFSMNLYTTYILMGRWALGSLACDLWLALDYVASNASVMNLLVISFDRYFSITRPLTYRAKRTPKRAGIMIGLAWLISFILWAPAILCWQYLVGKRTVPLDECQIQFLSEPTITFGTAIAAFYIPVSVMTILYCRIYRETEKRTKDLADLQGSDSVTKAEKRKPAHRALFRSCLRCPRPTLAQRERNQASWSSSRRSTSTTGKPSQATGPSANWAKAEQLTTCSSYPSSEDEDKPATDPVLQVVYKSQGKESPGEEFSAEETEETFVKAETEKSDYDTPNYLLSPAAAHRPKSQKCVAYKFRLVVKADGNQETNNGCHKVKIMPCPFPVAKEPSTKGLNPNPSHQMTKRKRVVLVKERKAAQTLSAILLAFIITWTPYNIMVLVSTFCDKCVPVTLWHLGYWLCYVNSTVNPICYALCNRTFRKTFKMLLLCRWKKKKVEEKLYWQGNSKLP
CHRM4 antagonist – blocks acetylcholine activation of human M4 receptor | P08173 | AID 624125 | inhibition, % at 3 µM | CHO-hM4 cells, ACh EC80, Fluo-8 calcium fluorescence | actives 0.73% (n = 360,000);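 active = inhibition above its plate's cutoff, the mean inhibition of sample wells plus 3 SD, cut at about 27% in these data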;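 also: 0% = acetylcholine EC80 with DMSO and 100% = DMSO without agonist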
CHRM5 agonist – CHRM5 agonism in calcium assay; P08912; CHO-K1 hM5 cells, Fluo-8 calcium fluorescence; 0% DMSO wells, 100% maximal acetylcholine response; activation, % at 3 µM; actives 0.19% (n = 360,000); AID 624037;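 active = activation above the run's mean over test compounds plus 3 SD, cut at about 23% in these data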;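 also: signal is peak over basal fluorescence ratio across the kinetic read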
M5 PAM – potentiates acetylcholine response at human M5 receptor. actives 0.3% (n = 360,000). CHO-K1 hM5, Fluo-8 calcium, ACh EC20 PAM; 0% = ACh EC20, 100% = ACh EC100. P08912. activation, % at 3 µM. AID 624038;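 active = activation above the run cutoff, the mean activation of all test compounds plus 3 SD, cut at about 18% in these data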
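Test system: CHO-K1 hM5 cells / Doses: single-point, 3 µM nominal / Times: Post-acetylcholine fluorescence recording 140 s / Technique: Fluo-8 calcium fluorescence / Measure: Max/basal fluorescence ratio as % of EC20–EC100 ACh window / Benchmarks: low control EC20 acetylcholine (0%), high control EC100 acetylcholine (100%) / Replicates: one well per compound, no replicates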
CHRM4 agonist – agonists of human muscarinic M4 receptor (CHRM4) | actives 0.14% (n = 360,000) | activation, % at 3 µM | P08173 | CHO-K1 hM4/Gqi5, Fluo-8 calcium fluorescence; vehicle 0%, full acetylcholine response 100% | AID 624127;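 active = activation above the run mean over all test wells plus 3 SD, cut at about 32% in these data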;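 also: peak over basal fluorescence ratio per well then scaled between controls; 0% = DMSO wells and 100% = acetylcholine at EC100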
CHRM1 PAM – positive allosteric modulators of human M1 muscarinic receptor; CHO-K1 hM1, Fluo-8 calcium fluorescence, ACh EC20; 0% = ACh EC20, 100% = maximal ACh; actives 0.088% (n = 360,000); activation, % at 3 µM; P11229; AID 588819; in the data active = activation above about 19%, passing the limit was not always enough
Target sequence (P11229 whole entry, looked up): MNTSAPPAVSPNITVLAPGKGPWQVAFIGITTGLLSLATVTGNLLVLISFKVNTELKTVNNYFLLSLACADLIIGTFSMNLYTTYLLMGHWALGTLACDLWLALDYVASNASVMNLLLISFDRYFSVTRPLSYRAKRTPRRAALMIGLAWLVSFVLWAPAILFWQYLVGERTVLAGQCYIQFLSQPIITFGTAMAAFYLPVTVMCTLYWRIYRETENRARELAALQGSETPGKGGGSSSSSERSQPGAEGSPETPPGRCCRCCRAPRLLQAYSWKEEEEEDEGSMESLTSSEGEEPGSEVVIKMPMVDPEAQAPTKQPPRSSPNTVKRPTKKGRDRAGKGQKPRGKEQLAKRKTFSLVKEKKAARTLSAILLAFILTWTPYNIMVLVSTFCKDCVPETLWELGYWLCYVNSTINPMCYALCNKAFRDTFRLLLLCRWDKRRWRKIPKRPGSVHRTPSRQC
CRFBP-R2 agonist – agonists of human CRF-binding protein/CRF-R2 receptor complex; activation, % at 13.2 µM; actives 0.46% (n = 350,000); HEK293 CRF-R2/CRF-BP, calcium dye fluorescence (FLIPR); percent of saturating CRF peptide response;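 active = activation of at least 50%, plus an integration ratio under a set limit after plate pattern correction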;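 also: plate controls were neutral control wells without compound for no effect and CRF at EC100 for full effect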
Starred values were filed as active, the others as inactive. Compounds as they come; any-hit rate near 2.6%.

SMILES	CRFR2-BP antag	CHRM4 PAM	CHRM5 antagonist	CHRM4 antagonist	CHRM5 agonist	M5 PAM	CHRM4 agonist	CHRM1 PAM	CRFBP-R2 agonist
O=C(CNC(=O)c1ccc(-c2ccccc2)cc1)Nc1cccc(CO)c1	18.3	-3.0	11.5	2.2	1.2	-5.5	3.0	0.6	-4.0
CC1CN(C(=O)C(C)Sc2nnnn2C)CC(C)O1 (configuration not stated)	-14.0	-1.1	6.6	6.4	3.4	4.5	2.7	6.0	0.4
CCOC(=O)c1[nH]c(C)c(C(=O)Nc2ccc(C)c(C)c2)c1C	0.0	-3.1	0.7	4.5	-4.4	-5.7	-0.7	-4.5	-1.1
COc1ccccc1OCCC(=O)Nc1nc(C)cs1	26.6	-5.5	9.7	5.7	0.7	0.9	1.5	6.6	-1.8
COc1ccc2c(-c3cccnc3)cc(=O)[nH]c2c1	2.9	0.3	-5.5	0.8	-6.0	1.5	0.3	5.6	-1.6
COc1ccc2c(c1O)Cc1ccccc1C2=O	-9.6	11.5	-3.4	8.6	1.0	-1.1	0.0	2.1	4.1
O=C(/C=C/c1ccccc1)NC(N1CCOCC1)C(Cl)(Cl)Cl (configuration not stated)	-14.3	9.5	-5.8	-17.1	-2.8	-1.1	2.0	-3.4	-0.5
O=C(COC(=O)c1ccc(S(=O)(=O)Nc2ccccc2)cc1)NCc1ccco1	-25.4	2.0	-3.2	9.3	9.1	1.6	4.5	6.9	17.3
COc1ccccc1NC(=O)N(C)C[C@H]1OCc2cnnn2CCCC(=O)N([C@@H](C)CO)C[C@H]1C	-3.6	4.2	8.3	-7.5	0.9	1.9	0.3	-2.4	-0.5
O=C(NNC(=S)NCc1ccccc1)c1ccccc1OC(F)F	4.7	14.7	-12.0	-17.6	-1.8	8.4	2.0	1.4	-0.9
O=C(O)c1ccccc1OCC1CCCO1 (configuration not stated)	10.8	-5.4	14.5	6.3	-1.8	-0.5	-0.2	4.6	-0.6
CCOc1ccc(C2CC(=O)NC2=O)cc1 (configuration not stated)	-5.7	-0.7	4.1	-3.2	-2.6	2.9	0.7	4.3	-1.6
Cn1c(=O)[nH]c(=O)c2c1nc(NCCN)n2CCOc1ccccc1	16.3	-1.2	6.0	-3.0	-3.0	2.0	0.1	3.0	1.6
Cc1noc(C)c1CSCC(=O)Nc1nc2ccc(S(C)(=O)=O)cc2s1	-9.2	5.1	0.7	-6.8	2.1	-7.8	2.3	6.0	0.5
O=S(=O)(NCCN1CCCC1)c1cccc2cccnc12	2.7	-5.3	-3.9	1.2	0.3	1.9	0.6	4.0	-1.2
CCN1CCN(c2ccccc2NC(=O)C(C)Oc2ccc(C(C)=O)cc2)CC1 (configuration not stated)	0.5	4.0	11.5	2.9	-6.0	1.4	0.8	-1.4	0.2
O=c1ccc(-c2nc3ccccc3n2Cc2ccccc2Cl)c[nH]1	4.1	14.7	10.8	-2.1	-1.7	-6.9	1.6	12.9	2.4
CSc1ncccc1C(=O)NCC(=O)Nc1ccc(F)c(F)c1	3.5	3.9	3.1	-6.4	-2.0	-2.7	1.6	5.7	-0.3
OCCC1CN(Cc2cc3c(cc2Cl)OCO3)CCN1C1CCCCC1 (configuration not stated)	-8.7	-13.0	1.2	13.6	-9.5	-6.2	1.0	-24.6	0.7
S=c1[nH]nc(Cc2cccc3ccccc23)o1	0.1	1.6	0.0	12.3	1.6	2.2	0.0	2.9	-3.6
COc1ccc(C#Cc2c(-c3ccccc3)n(C)c3ccccc23)cc1	-1.9	13.3	4.8	-5.5	-5.2	-7.9	-0.7	7.5	-3.2
O=C(Nc1ccccc1)C1=C(c2ccccc2)S(=O)(=O)CCS1(=O)=O	-43.0	1.8	10.5	26.0	-3.0	-1.4	0.6	12.1	45.1
CC(C)CC1Nc2ncnc(N3CCN(c4ccccc4)CC3)c2N(Cc2ccc(Br)cc2)C1=O (configuration not stated)	-5.6	4.1	-12.3	-25.3	-1.4	8.0	-1.0	3.4	0.1
NC(=O)c1nn(-c2ccccc2)nc1N	5.5	-0.5	3.9	-3.5	-8.1	-1.0	0.1	-1.5	-1.4

Part of the list above, showing only CHRM4 PAM and CHRM5 antagonist:
Structure	CHRM4 PAM	CHRM5 antagonist
Cc1noc(C)c1CSCC(=O)Nc1nc2ccc(S(C)(=O)=O)cc2s1	5.1	0.7
O=S(=O)(NCCN1CCCC1)c1cccc2cccnc12	-5.3	-3.9
CCN1CCN(c2ccccc2NC(=O)C(C)Oc2ccc(C(C)=O)cc2)CC1 (configuration not stated)	4.0	11.5
O=c1ccc(-c2nc3ccccc3n2Cc2ccccc2Cl)c[nH]1	14.7	10.8
CSc1ncccc1C(=O)NCC(=O)Nc1ccc(F)c(F)c1	3.9	3.1

Other results
SMILES	CRFR2-BP antag	CHRM4 PAM	CHRM5 antagonist	CHRM4 antagonist	CHRM5 agonist	M5 PAM	CHRM4 agonist	CHRM1 PAM	CRFBP-R2 agonist
Cc1ccccc1N1C(=O)C(Cc2ccc(F)cc2)S/C1=C(\C#N)C(N)=O (configuration not stated)	-14.2	-9.5	0.5	-2.0	2.8	0.7	15.8	1.0	-0.9
O=C(N/N=C/c1ccsc1)c1ccccn1	-34.8	-1.2	3.2	0.1	1.5	1.4	0.6	-0.1	1.8
CCSc1ncc(/C=N/Nc2ccc([N+](=O)[O-])cc2)n1C	-30.0	9.6	7.1	4.1	2.7	-4.5	1.9	-5.1	21.2
O=[N+]([O-])c1ccccc1-c1ccc(C(=S)N2CCCCC2)o1	-2.1	0.0	-0.2	-2.5	1.0	-1.5	2.7	3.0	0.7
COc1ccccc1N1CCN(S(=O)(=O)c2ccc(F)cc2)CC1	-11.0	-0.9	-2.5	1.1	0.2	-2.0	-0.1	2.8	-2.5
Cc1ccsc1C(=O)OCC(=O)N1CCOCC1	-16.1	-1.5	4.8	5.2	-2.3	-1.2	0.0	4.1	-0.4
O=C1C2C3C=CC(C3)C2C(=O)N1c1ccc(S(=O)(=O)Nc2nccs2)cc1 (configuration not stated)	-8.0	1.2	7.5	3.6	0.6	-3.0	-0.1	7.0	-6.2
CC(C)C(=O)Nc1cccc(NC(=S)NC(=O)C(c2ccccc2)c2ccccc2)c1	1.6	8.8	0.8	12.5	4.0	0.4	1.5	9.2	7.5
O=C(COc1ccccc1)Nc1nnc(COc2ccccc2)s1	-55.9	-4.5	-15.2	5.0	1.9	9.0	1.4	1.6	0.6
COc1ccccc1C(=O)COC(=O)c1cc(=O)[nH]c2ccccc12	-17.6	10.9	17.2	-8.8	0.5	-7.0	3.0	3.4	-2.6
N#Cc1ccc(N2CCCNCC2)nc1	0.2	-5.3	2.3	-4.0	-3.1	4.1	5.2	1.1	-0.3
CCCCCN(C(=O)CCC(=O)OCC(=O)NCCc1ccccc1)c1c(N)n(CCCC)c(=O)[nH]c1=O	-9.9	0.7	-3.8	-3.3	-0.9	4.6	0.3	3.4	-2.1
CCCCCc1cc(=O)oc2c(C(CCN3CCCC3)c3ccc(N(C)C)cc3)c(OC)cc(OC)c12 (configuration not stated)	-9.0	12.2	7.7	3.6	1.8	14.3	6.7	-6.6	-1.4
O=C(Nc1nc2ccccc2[nH]1)C12CC3CC(CC(C3)C1)C2	-25.2	0.0	3.3	5.3	-3.8	-1.1	6.7	-8.6	0.9
Cc1cc(C)c2c(N)c(S(=O)(=O)Cc3ccccc3)sc2n1	19.0	-0.9	5.1	4.2	-0.1	-2.0	2.9	2.9	-0.3
COc1ccccc1NS(=O)(=O)c1ccc(C(=O)NCCCN2CCOCC2)cc1	-3.6	8.5	-1.0	-4.9	-0.6	-0.1	0.3	15.9	1.3
CC(=O)c1ccc(OCC(O)CN(C)Cc2cccs2)cc1 (configuration not stated)	5.6	-8.1	-1.4	1.3	-4.2	-2.5	1.1	1.0	0.3
CCCCn1c(N)c(N(CC(C)C)C(=O)c2ccc(S(=O)(=O)N3CCC(C)CC3)cc2)c(=O)[nH]c1=O	-8.3	8.2	-5.9	4.4	0.1	5.4	1.8	-1.5	-0.3
CN(CC(=O)Nc1nccs1)S(=O)(=O)c1ccc(F)cc1	-20.1	-0.8	1.7	-7.3	5.0	-6.7	1.3	6.2	0.9
CCOC(=O)N1CCN(C(=O)Cn2c(=O)sc3ccccc32)CC1	-1.6	5.6	0.7	3.4	0.3	-1.0	-0.2	5.5	0.0
Cc1ccc(C(=O)NCC(=O)N2CCCCCCC2)cc1C	-2.3	9.8	5.3	-26.6	2.1	-18.3	0.7	6.1	-0.8
COc1ccc(C(=O)CSc2nnc(CNc3ccc(F)cc3)o2)cc1	13.7	-1.5	2.3	4.3	0.8	1.9	7.1	-1.2	-0.5
COCCn1c(CN2CCN(c3ccccc3)CC2)nc2c1c(=O)n(C)c(=O)n2C	8.8	0.4	3.6	-2.2	-0.9	-2.0	0.4	-13.0	-2.9
COc1ccc(C2=NOC(C(=O)NCCCn3ccnc3)C2)cc1 (configuration not stated)	-12.4	-2.3	1.3	5.3	0.6	5.9	0.7	7.0	0.2

Compounds above with a nitro group on carbon (2):
SMILES	CRFR2-BP antag	CHRM4 PAM	CHRM5 antagonist	CHRM4 antagonist	CHRM5 agonist	M5 PAM	CHRM4 agonist	CHRM1 PAM	CRFBP-R2 agonist
CCSc1ncc(/C=N/Nc2ccc([N+](=O)[O-])cc2)n1C	-30.0	9.6	7.1	4.1	2.7	-4.5	1.9	-5.1	21.2
O=[N+]([O-])c1ccccc1-c1ccc(C(=S)N2CCCCC2)o1	-2.1	0.0	-0.2	-2.5	1.0	-1.5	2.7	3.0	0.7

Next section:
SMILES	CRFR2-BP antag	CHRM4 PAM	CHRM5 antagonist	CHRM4 antagonist	CHRM5 agonist	M5 PAM	CHRM4 agonist	CHRM1 PAM	CRFBP-R2 agonist
O=C(NCCc1ccccn1)C1CCN(S(=O)(=O)c2ccc3ccccc3c2)CC1	3.6	-3.7	3.2	-1.4	-5.1	2.3	0.3	-5.4	-0.7
CCCn1c(N)c(C(=O)CSc2nnc(N)s2)c(=O)[nH]c1=O	-5.5	12.2	12.4	-14.1	2.9	-1.5	1.6	7.9	4.0
c1cn2cc(-c3ccc4c(c3)OCO4)nc2s1	5.7	-5.2	17.6	6.8	2.6	-7.9	3.2	5.6	-2.0
COC(=O)c1ccccc1NC(=O)c1cc2n(n1)C(C(F)F)CC(C(F)F)N2 (configuration not stated)	16.9	22.8	-2.9	1.9	1.6	3.6	1.0	5.2	1.1
CC(C)Sc1nc2ccc(Br)cc2[nH]1	8.0	2.8	-6.4	-10.8	-5.6	-0.3	-0.4	9.6	-2.5
O=C(c1ccccc1)c1cncc(Br)c1	-5.4	11.5	-10.6	-12.3	-2.8	6.8	0.8	6.3	0.4
Cc1cc2cc(CNC(=O)NC3CCCCC3)ccc2n1C	3.5	-9.2	6.8	-3.0	-3.0	-5.2	4.3	0.0	0.1
CCOc1cc(C2C3=C(CC(C)(C)CC3=O)OC3=C2C(=O)CC(C)(C)C3)cc([N+](=O)[O-])c1O	2.2	-0.7	-1.5	1.6	-4.4	-3.4	-0.8	7.5	-0.7
COc1cc(OC)c(NC(=O)CS(=O)(=O)Cc2nc(-c3ccc(C)cc3)oc2C)cc1Cl	6.2	2.0	-5.4	-10.4	-0.8	1.1	0.3	6.0	1.1
